# Screens from PubChem.
# CHOP inhibitor: CHOP inhibition in unfolded protein response; CHO-K1 CHOP-promoter luciferase, tunicamycin-induced, 15-18 h; inhibition, % at 10 µM; 220,000 tested, 3.8% active;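 active means compounds that reduced the stress-induced luciferase reporter signal by more than about 70% of percent inhibition, limit read from the data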;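 further: 0% = tunicamycin plus vehicle and 100% = wells without tunicamycin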
# EBV gp42 inh: inhibitors of Epstein-Barr virus glycoprotein 42. inhibition, % (tested at 21.74 µM). Fluorescence polarization binding assay, mP read-out. Q1HVG2. 220,000 tested, 0.42% active; in the data active means inhibition above about 50%
# TNF death inh: TNF-alpha cell death inhibition in Jurkat FADD-/- cells; Jurkat FADD-/- TNF necroptosis rescue, ATP luminescence, 24 h; 0 = TNF only, 100 = no-TNF cells; activation (protection from cell death), % at 10 µM; AID 463075; 220,000 tested, 0.068% active;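 active means activation, meaning protection from cell death, of at least 50% relative to plate controls; inactive means activation below 50%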;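 further: necroptosis triggered by 40 ng/mL TNF-alpha added together with compound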
# TRPML3 ag: agonists of human TRPML3 channel; HEK293 TRPML3-YFP, Fluo-8 calcium fluorescence; 100% = the carbachol control signal; activation, % at 3 µM; 220,000 tested, 0.29% active;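 active means activation above its plate's cutoff, the mean activation of the plate's test wells plus 3 SD, cut at about 12% in these data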;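 further: 0% = DMSO only wells and 100% = carbachol wells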
# Target sequence (Q8TDD5 whole entry, looked up): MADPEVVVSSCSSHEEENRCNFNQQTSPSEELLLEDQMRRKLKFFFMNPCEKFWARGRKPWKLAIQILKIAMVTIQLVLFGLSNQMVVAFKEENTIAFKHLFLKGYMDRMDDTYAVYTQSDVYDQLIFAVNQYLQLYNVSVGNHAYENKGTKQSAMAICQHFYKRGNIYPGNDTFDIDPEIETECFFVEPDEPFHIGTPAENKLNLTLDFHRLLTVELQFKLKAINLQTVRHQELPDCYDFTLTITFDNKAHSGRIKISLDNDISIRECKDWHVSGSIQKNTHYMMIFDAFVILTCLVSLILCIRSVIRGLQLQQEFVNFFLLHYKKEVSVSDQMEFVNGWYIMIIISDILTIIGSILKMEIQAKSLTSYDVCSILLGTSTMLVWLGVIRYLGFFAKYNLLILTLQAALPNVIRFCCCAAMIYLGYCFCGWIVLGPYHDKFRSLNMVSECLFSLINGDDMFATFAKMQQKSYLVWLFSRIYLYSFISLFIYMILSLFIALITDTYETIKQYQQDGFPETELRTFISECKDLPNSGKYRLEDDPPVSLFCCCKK
#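 Test system – HEK293 line with stable expression of human TRPML3-YFP channel · Control set – carbachol 87 µM final as high control (100%), DMSO as low control (0%) · Signal – Fluo-8 calcium dye fluorescence, ex 470-495, em 515-575 nm · Incubation – 1-h 37 °C dye load, 5-s basal, 120-s post-compound reads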
# NCF1 inh: blocks human p47phox regulatory protein of NADPH oxidases. P14598. p47phox/p22phox peptide binding, fluorescence polarization, 2 h. inhibition, % at 24.7 µM. 220,000 tested, 0.53% active;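 active means inhibition above about 30%, limit read from the data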;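 further: 0% = p47phox with labelled peptide and 100% = labelled peptide alone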
# MDM2 E3 inh: Mdm2 E3 ligase (human) inhibition; cell-based MDM2 ubiquitination luciferase reporter, 2 h; 0 = plate control, 100 = twice control, blank-subtracted; signal enhancement, % at 5 µM; 210,000 tested, 0.11% active; AID 1230;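 active means signal enhancement of 30% or more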;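 further: luminescence tracks abundance of the self-degrading MDM2-luciferase fusion protein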
# Target sequence (Q00987 whole entry, looked up, the tested form may be a part): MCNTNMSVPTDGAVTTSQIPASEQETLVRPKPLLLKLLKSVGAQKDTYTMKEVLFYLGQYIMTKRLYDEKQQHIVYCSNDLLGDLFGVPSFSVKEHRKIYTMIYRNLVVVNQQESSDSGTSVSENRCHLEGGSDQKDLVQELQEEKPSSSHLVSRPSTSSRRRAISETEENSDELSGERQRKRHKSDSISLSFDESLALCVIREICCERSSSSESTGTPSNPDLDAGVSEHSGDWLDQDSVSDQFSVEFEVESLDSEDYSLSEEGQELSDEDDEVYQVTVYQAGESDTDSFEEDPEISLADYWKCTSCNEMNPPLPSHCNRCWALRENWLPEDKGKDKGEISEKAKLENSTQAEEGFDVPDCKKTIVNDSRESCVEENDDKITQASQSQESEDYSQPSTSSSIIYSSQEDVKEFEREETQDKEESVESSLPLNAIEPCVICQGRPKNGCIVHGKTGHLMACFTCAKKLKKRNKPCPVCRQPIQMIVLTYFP
#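 Assay system: stable mammalian line carrying autodegrading MDM2–luciferase fusion reporter; amount: 2000 cells seeded into each well; buffer or medium: DMEM; benchmarks: plate control and blank wells; signal: luciferase luminescence; timing: 2 h compound exposure at 37 °C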
# PPC-1+TRAIL kill: compounds killing PPC-1 cancer cells with TRAIL present (potentiator screen, no TRAIL-free arm) | 220,000 tested, 0.41% active | PPC-1 cells + TRAIL, ATPLite viability luminescence | cell killing (% activity), % at 4 µM;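 active means cell killing above 50% in the first pass at 4 µM, then a duplicate retest at 5 µM averaging 50% or more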;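 further: plate controls were cells with TRAIL plus DMSO for no effect and medium-only wells lacking cells for full effect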
# zfTRPN1 agonist: activates the zebrafish TRPN1 channel; AID 1424; 220,000 tested, 0.18% active; HEK293 zebrafish TRPN1-YFP, Fluo-8 calcium fluorescence; 100% = response to 87 µM carbachol; activation, % at 3 µM;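 active means activation above its plate's cutoff, the mean activation of test wells on that plate plus 3 SD, cut at about 19% in these data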;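 further: 0% = DMSO alone and 100% = 87 µM carbachol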
#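 Assay system: Zebrafish TRPN1-YFP in HEK293 cells | Incubation: Dye loading 1 h at 37 °C, then 30 min room temperature | Measured by: Kinetic Fluo-8 fluorescence, ex 470-495, em 515-575 nm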
# Runt-SMMHC FRET: blocks binding of human RUNX1 Runt domain to CBFb-SMMHC; Cerulean-Runt/Venus-CBFb-SMMHC FRET ratio 530/480, 1 h; inhibition, % at 20 µM; Q01196+Q13951; 220,000 tested, 0.74% active;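 active means mean inhibition across duplicate retests at 20 µM reaching about 50%, limit read from the data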;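 further: 0% = DMSO wells and 100% = wells with excess untagged CBFb-SMMHC; inhibitors lower the FRET ratio by blocking Runt binding to CBFb-SMMHC; some results filed as inactive read as strong as hits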
# * = called active by the depositor; nt = not tested or not shown; [ ] = remark or other dose.
canonical_smiles,CHOP inhibitor,EBV gp42 inh,TNF death inh,TRPML3 ag,NCF1 inh,MDM2 E3 inh,PPC-1+TRAIL kill,zfTRPN1 agonist,Runt-SMMHC FRET
COc1ccccc1NC(=O)COC(=O)c1c[nH]c(=O)[nH]c1=O,9.9,-4.1,1.2,0.3,8.4,nt,22.0,1.0,-1.6
CC(C)(C)C1CCc2onc(C(=O)Nc3cnn(Cc4ccc(F)cc4)c3)c2C1 (configuration not stated),86.2*,-10.2,-1.8,0.1,-1.9,-1.9,14.3,-0.5,-0.6
COc1cccc(C(=O)Nc2ccc(C(=O)NCC(C)C)cc2)c1,-7.1,-13.3,1.2,1.2,-8.8,-12.0,12.3,-0.1,-2.7
CC1CCN(C(=O)CSc2nc(N)c3c4c(sc3n2)CN(C)CC4)CC1,-5.9,-11.8,-0.1,1.4,24.5,-21.6,-1.7,-1.1,15.7
COC(=O)CC1C(=O)NCCN1C(=S)NC(=O)C(c1ccccc1)c1ccccc1 (configuration not stated),-12.0,10.4,0.0,-0.5,-1.9,-15.0,-7.4,-0.4,3.0
CC(=NCCCn1ccnc1)c1c(C)[nH]n(-c2ccc([N+](=O)[O-])cc2)c1=O,3.3,-7.7,0.3,1.6,1.9,-8.3,21.6,1.2,3.4
Cc1cc(C)c2c(CN3CCOCC3)cc(=O)oc2c1,13.7,-29.8,1.8,0.9,-14.8,-6.8,6.6,0.1,-3.0
COc1ccc(C2C(C(=O)NCc3cccnc3)c3ccccc3C(=O)N2C)cc1OC (configuration not stated),-8.9,-4.4,0.6,0.3,8.5,-12.0,8.9,-0.2,-4.5
O=C(CCCNS(=O)(=O)c1ccccc1)NCc1ccco1,-6.0,-21.1,2.2,0.3,-5.6,-23.6,12.7,0.0,-0.4
Cc1ccc(NC(=O)Cn2cccc2)cc1Cl,19.2,-6.1,3.1,1.2,-0.7,-11.8,-5.9,2.6,-7.1
CCN1C(=O)c2cccc3c(S(=O)(=O)Nc4ccncc4)ccc1c23,-12.7,8.7,-2.3,0.4,-10.0,nt,15.4,0.9,12.6
C=CCNc1nc(NCc2ccccc2)c(C#N)c2c1CN(C)CC2,-14.8,-4.5,-9.8,-0.5,-6.2,-12.6,2.6,-0.2,65.0*
Cc1nn(-c2ccccc2)c(C)c1C(=O)OCC(=O)NC(=O)NC1CCCCC1,71.2*,-9.6,-6.9,-1.1,-12.2,-4.3,7.0,-2.6,-3.5
CN(c1ccc(C(=O)Nc2ccccn2)cc1)S(=O)(=O)c1ccccc1,-13.0,-14.3,-0.8,2.5,-26.0,-3.2,22.6,3.6,-2.5
Cc1ccc2oc(=O)c3cnn(CC(=O)N4CCCc5ccccc54)c3c2c1,-42.6,-3.9,-3.0,0.4,-7.3,-11.6,-18.7,1.3,1.0
CC(C)n1c(O)c(N=NC(=O)C2COc3ccccc3O2)c2ccccc21 (configuration not stated),41.5,-7.9,-1.9,-0.5,9.0,6.4,15.4,0.8,-2.7
[O-]C1=N/[N+](=C/c2ccccc2)CC1,-3.7,-5.5,1.6,0.6,0.1,nt,2.6,1.0,-0.6
COc1ccc(OC)c(-n2c(-c3ccc(O)cc3O)n[nH]c2=S)c1,7.2,-18.6,1.0,0.1,-11.8,-11.2,8.8,0.8,5.0
Cc1nc([N+](=O)[O-])c(C(=O)OCc2cccc(Br)c2)n1C,22.8,4.6,0.9,-0.6,5.8,-6.2,33.0,-0.8,0.1
COc1ccc(C(=O)NCC(=O)N2CCCCC2)cc1OC,-10.3,-1.7,-1.0,1.2,-6.7,-8.8,nt,-0.3,0.4
N#CC1=C(N)Oc2n[nH]c(-c3cccs3)c2C1c1ccoc1 (configuration not stated),17.9,-3.5,-2.4,0.4,-17.4,3.5,-18.4[5 µM],0.3,3.6
CCOC(=O)C(C)Sc1nnc(Cc2cc(=O)[nH]c(=O)[nH]2)n1-c1ccc(OCC)cc1 (configuration not stated),8.3,-10.9,0.2,0.4,3.4,-11.0,12.8,0.7,-0.6
CC(C)C(c1nnnn1Cc1ccc2c(c1)OCO2)N1CCN(C)CC1 (configuration not stated),4.5,-13.6,-0.2,0.7,-18.0,7.8,38.2,-0.3,5.4
CS(=O)(=O)c1ccc2nc(NC(=O)CCC(=O)c3cccs3)sc2c1,-15.8,5.7,-0.4,-0.1,-12.6,-14.1,30.1,0.7,-1.3
CN1CCN(C(=O)c2cc3c(s2)-c2ccccc2S(=O)(=O)C3)CC1,20.0,-10.5,0.6,-0.2,2.2,-5.6,-12.3,1.7,-5.5
C/C(=C\C(=O)c1cccnc1)Nc1ccc(O)cc1,4.2,4.6,-1.9,4.2,-8.1,-15.3,13.8,2.0,-9.7
CCOc1ccc(C2c3cc(OC)c(OC)cc3CC(=O)N2c2ccccc2)cc1 (configuration not stated),-29.4,-12.9,-5.2,0.1,-0.7,0.7,15.8,-1.6,0.5
O=C(O)Cc1sc(-c2ccc(C(=O)O)cc2)nc1-c1ccccc1,-18.2,-0.8,-0.5,0.3,8.5,-12.1,-1.3,-0.7,-0.9
COCCN1C(=O)C(=O)/C(=C(/O)c2ccc(OC(C)C)cc2)C1c1cccnc1 (configuration not stated),-12.1,-4.3,-0.7,0.2,7.4,1.7,6.8,0.8,-0.9
O=[N+]([O-])c1ccc(Cl)cc1CNc1ccc(F)c(F)c1,47.3,1.6,3.1,0.2,-5.4,3.1,-3.2,-0.5,23.0
C=C(C)CSc1nc(N)c2c3c(sc2n1)CCC3,3.2,-3.7,0.3,0.2,-25.6,-10.8,-21.4,0.3,-0.2
CNC(=O)/C(C#N)=C/c1ccc(-c2nc3ccccc3s2)o1,20.6,9.9,-0.5,0.2,6.9,1.9,9.1,-0.8,-83.4

# 10 structures already listed, sorted by number of heavy atoms, rising:
canonical_smiles,CHOP inhibitor,EBV gp42 inh,TNF death inh,TRPML3 ag,NCF1 inh,MDM2 E3 inh,PPC-1+TRAIL kill,zfTRPN1 agonist,Runt-SMMHC FRET
[O-]C1=N/[N+](=C/c2ccccc2)CC1,-3.7,-5.5,1.6,0.6,0.1,nt,2.6,1.0,-0.6
C=C(C)CSc1nc(N)c2c3c(sc2n1)CCC3,3.2,-3.7,0.3,0.2,-25.6,-10.8,-21.4,0.3,-0.2
Cc1nc([N+](=O)[O-])c(C(=O)OCc2cccc(Br)c2)n1C,22.8,4.6,0.9,-0.6,5.8,-6.2,33.0,-0.8,0.1
COc1ccc(C(=O)NCC(=O)N2CCCCC2)cc1OC,-10.3,-1.7,-1.0,1.2,-6.7,-8.8,nt,-0.3,0.4
C=CCNc1nc(NCc2ccccc2)c(C#N)c2c1CN(C)CC2,-14.8,-4.5,-9.8,-0.5,-6.2,-12.6,2.6,-0.2,65.0*
CN(c1ccc(C(=O)Nc2ccccn2)cc1)S(=O)(=O)c1ccccc1,-13.0,-14.3,-0.8,2.5,-26.0,-3.2,22.6,3.6,-2.5
CC(=NCCCn1ccnc1)c1c(C)[nH]n(-c2ccc([N+](=O)[O-])cc2)c1=O,3.3,-7.7,0.3,1.6,1.9,-8.3,21.6,1.2,3.4
COCCN1C(=O)C(=O)/C(=C(/O)c2ccc(OC(C)C)cc2)C1c1cccnc1 (configuration not stated),-12.1,-4.3,-0.7,0.2,7.4,1.7,6.8,0.8,-0.9
COC(=O)CC1C(=O)NCCN1C(=S)NC(=O)C(c1ccccc1)c1ccccc1 (configuration not stated),-12.0,10.4,0.0,-0.5,-1.9,-15.0,-7.4,-0.4,3.0
CCOC(=O)C(C)Sc1nnc(Cc2cc(=O)[nH]c(=O)[nH]2)n1-c1ccc(OCC)cc1 (configuration not stated),8.3,-10.9,0.2,0.4,3.4,-11.0,12.8,0.7,-0.6

# (further entries)
canonical_smiles,CHOP inhibitor,EBV gp42 inh,TNF death inh,TRPML3 ag,NCF1 inh,MDM2 E3 inh,PPC-1+TRAIL kill,zfTRPN1 agonist,Runt-SMMHC FRET
CC(=O)Nc1cccc(-c2csc(NCc3ccco3)n2)c1,-6.7,8.5,3.3,-0.6,-10.5,-5.7,26.2,-1.4,3.3
Brc1ccc(-c2ccc(/C=N/Nc3nncc(-c4ccccc4)n3)o2)cc1,49.8,-1.7,-1.1,0.1,-2.7,-16.9,4.8,1.1,2.9
Nn1c(SCC(=O)Nc2ccc3c(c2)OCO3)nnc1C1CCCCC1,25.9,-6.7,-1.5,-0.6,-14.0,-9.6,1.0,-1.3,-0.4
Cc1nnc(SCCN2CCOCC2)c2nn(-c3ccccc3F)c(C)c12,40.8,-4.5,0.4,0.1,-46.1,78.8*,3.9,-0.7,-2.1
CSc1cccc(CN2CCN(Cc3ccc(F)c(F)c3)C(CCO)C2)c1 (configuration not stated),4.3,-8.4,1.8,1.2,1.4,-15.2,0.5,2.4,2.0
COc1ccc(CCN2CC34C=CC(O3)C(C(=O)NCc3ccccc3)C4C2=O)cc1OC (configuration not stated),6.4,-6.5,0.7,0.3,-6.5,-14.7,13.2,0.4,2.5
C/C(Cc1ccccc1)=N\NC(=O)CNC(=O)c1ccc(Cl)cc1Cl,-9.3,-6.0,1.0,-0.9,2.9,-20.9,4.2,0.3,4.9
COCCNC(=O)C(OC(=O)c1cccs1)c1ccc(F)cc1 (configuration not stated),17.2,-10.4,1.0,0.3,-4.6,-11.4,4.5,1.3,-3.3
O=C(NCCCN1CCC(Cc2ccccc2)CC1)C1CC(=O)N(C2CCCC2)C1 (configuration not stated),6.9,0.4,-0.6,1.1,-143.7,-19.1,-1.1,1.3,1.8
Cc1cc(Cl)c(S(=O)(=O)Nc2ccccn2)cc1OCC(N)=O,-9.2,-17.6,-2.0,0.8,-4.8,8.8,36.3,1.4,-7.9
N/C(=N\O)c1ccc(Oc2ccccc2Cl)c([N+](=O)[O-])c1,7.3,-6.7,-2.6,-0.7,3.6,-10.0,-0.1,0.8,0.1
Cc1ccc(S(=O)(=O)/C(C#N)=C/c2c(N3CCC(C(N)=O)CC3)nc3c(C)cccn3c2=O)cc1,-7.5,-20.0,-2.2,-0.2,-29.9,-6.0,21.7,0.4,-6.5
CCOC(=O)C1(Cc2cccc(OC)c2)CCN(C(C)CC(C)(C)O)CC1 (configuration not stated),63.2,-20.6,1.0,0.3,0.0,27.9,11.5,-1.1,-0.6
O=C1N/C(=C/c2ccc(Br)s2)C(=O)N1c1ccccc1,96.2*,0.1,1.7,-0.1,-6.4,-11.3,4.7,0.9,8.2
CC1CN(c2nc3ccccc3nc2C(C#N)C(=O)NCc2ccc3c(c2)OCO3)CC(C)O1 (configuration not stated),36.6,70.7*,-1.1,0.3,-14.3,-1.8,-8.9,0.0,-130.3
